# Screening data as filed in PubChem BioAssay.
# POLK inh: inhibitors of human DNA polymerase kappa; purified Pol kappa, fluorescent DNA synthesis assay, 10 min; Potency, µM (titrated, usually from 107 µM), inactives show top-dose activity, negative = inhibition, actives largely listed as inhibitors; hit rate 0.53% among 400,000; AID 588579; note: potency is the fitted concentration of half-maximal effect; % is set by controls: 0 for no effect and ±100 for the full control effect
#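 Here, compound and 10 nM enzyme are combined for 15 min at room temperature; adding 50 nM substrate (final) starts DNA synthesis, tracked by fluorescence at 0 and 10 min against buffer-only wells.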
# APE1 inh: inhibitors of human APE1 endonuclease; Potency, µM (top dose mostly 65.8 µM), for inactives: at the highest dose activity change, negative = inhibition, usual class: inhibitors; P27695; hit rate 0.35% among 350,000; recombinant APE1, TAMRA/BHQ-2 abasic DNA cleavage fluorescence;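 note: potency is the fitted concentration of half-maximal effect; plate controls were vehicle for no effect and reference inhibitor for full effect; nearly all actives have a fitted effect of over 55% in size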
# Target sequence (P27695 whole entry, looked up): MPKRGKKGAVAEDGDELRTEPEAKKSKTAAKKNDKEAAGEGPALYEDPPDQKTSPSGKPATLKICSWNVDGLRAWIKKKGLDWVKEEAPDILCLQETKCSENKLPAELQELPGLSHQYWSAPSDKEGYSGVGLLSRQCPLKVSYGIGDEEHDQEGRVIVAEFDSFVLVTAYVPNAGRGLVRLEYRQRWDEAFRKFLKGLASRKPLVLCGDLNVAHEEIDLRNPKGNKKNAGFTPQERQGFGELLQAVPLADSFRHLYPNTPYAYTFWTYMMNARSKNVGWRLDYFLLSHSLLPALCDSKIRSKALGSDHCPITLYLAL
#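 Measures dequenching upon AP-site incision of a 5'-TAMRA/3'-BHQ-2 THF-containing duplex, 50 nM; human APE1 0.75 nM after 15 min room-temperature exposure to compound; kinetic three-point read at one-minute spacing.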
# Pol eta inh: DNA polymerase eta (human) inhibition | Q9Y253 | recombinant Pol eta, fluorescent DNA replication assay | Potency, µM (titrated, usually from 114 µM), for the others: at the top dose activity change, negative = inhibition, hits mostly inhibitors | hit rate 1.2% among 390,000 | AID 588591; note: potency is the fitted concentration of half-maximal effect; % is set by controls: 0 for no effect and ±100 for the full control effect
# Target sequence (Q9Y253 whole entry, looked up): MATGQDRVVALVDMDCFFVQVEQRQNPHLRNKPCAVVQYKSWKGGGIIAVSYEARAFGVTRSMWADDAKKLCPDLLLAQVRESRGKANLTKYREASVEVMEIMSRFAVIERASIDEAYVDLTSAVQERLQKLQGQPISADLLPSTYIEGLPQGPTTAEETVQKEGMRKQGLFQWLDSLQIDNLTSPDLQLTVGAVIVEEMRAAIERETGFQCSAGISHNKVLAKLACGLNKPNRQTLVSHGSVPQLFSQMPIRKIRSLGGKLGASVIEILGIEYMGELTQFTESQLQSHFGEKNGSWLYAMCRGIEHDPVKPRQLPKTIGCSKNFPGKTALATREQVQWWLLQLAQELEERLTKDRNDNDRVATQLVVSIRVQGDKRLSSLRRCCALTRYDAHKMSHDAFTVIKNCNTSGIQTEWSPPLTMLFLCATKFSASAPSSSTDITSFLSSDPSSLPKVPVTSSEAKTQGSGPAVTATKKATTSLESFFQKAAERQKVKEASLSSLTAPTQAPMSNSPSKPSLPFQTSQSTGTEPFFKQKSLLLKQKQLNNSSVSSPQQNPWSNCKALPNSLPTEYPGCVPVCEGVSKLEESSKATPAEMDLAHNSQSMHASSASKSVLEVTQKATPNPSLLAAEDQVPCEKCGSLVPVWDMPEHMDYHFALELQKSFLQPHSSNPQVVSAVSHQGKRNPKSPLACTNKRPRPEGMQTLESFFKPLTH
#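 Pol eta (10 nM) was preincubated with compounds for 15 min at room temperature, after which fluorescent replication substrate (50 nM final) was added to start the reaction. Fluorescence was read kinetically at 0 and 10 min.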
# Apoferritin bind: candidate novel general anesthetic via apoferritin binding | AID 485281 | Potency, µM (doses to about 77.5 µM), for inactives: at the top dose activity change, negative = displacement, usual class: inhibitors | apoferritin/1-aminoanthracene competitive binding, fluorescence | P02791 | hit rate 0.074% among 350,000; note: potency is the fitted concentration of half-maximal effect; % is set by controls: 0 for no effect and ±100 for the full control effect; nearly all actives have a fitted effect of over 20% in size
#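 Horse-spleen apoferritin (10 uM) was mixed with 50% saturated 1-aminoanthracene in PBS, exposed to compounds for 10 min at room temperature, and read for fluorescence (ex 380 nm, em 535 nm). Competitive displacement was fitted with a four-parameter Hill equation.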
# ERG-DNA inh: ERG Ets/DNA interaction inhibition; P11308; fluorescence polarization, His-ERG Ets domain / labelled DNA; Potency, µM (highest dose often 76.9 µM), without a hit: at the highest dose FP activity, negative = inhibition, most hits filed as inhibitors; hit rate 0.028% among 370,000; AID 624246; active = well fitted inhibition curve with a large enough effect in the polarisation, with a control signal flat; inconclusive = small, poorly fitted or top-dose-only effect, or effect the other way, or a change in a side signal; inactive = no such curve, though single readings can be large or run the other way; the % refers to the polarisation;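 note: polarization taken with two DNA probes labelled with fluorescein and Texas red; potency is the fitted concentration of half-maximal effect; % of control where 0% means no effect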
#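 His-tagged ERG Ets domain (1 uM in the protein solution; 300mM KCl, 50mM Tris-HCl, 1mM EDTA, 1mM DTT, pH 7.5) received compound, then a probe mix of 5 nM fluorescein-DNA and 100nM Texas-615-DNA. Fluorescence polarization was read for both dyes.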
# POLB inh: DNA polymerase beta (human) inhibition | Pol beta primer extension/strand displacement, fluorescence kinetic | Potency, µM (series often up to 114 µM), for inactives: at the top dose activity change, negative = inhibition, hits mostly inhibitors | hit rate 1.3% among 340,000; note: potency is the fitted concentration of half-maximal effect; % is set by controls: 0 for no effect and ±100 for the full control effect
#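 Pol beta (10 nM) was preincubated with compound for 15 min at room temperature. The reaction was then started with 50 nM substrate and read immediately and after a further 10 min at room temperature.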
# LDHA inh: inhibitors of human lactate dehydrogenase A | hit rate 0.15% among 480,000 | AID 1347041 | activity change, % (values are at about 110 or 230 µM) | P00338 | purified LDHA, NADH/diaphorase-resazurin fluorescence; hits give low values; in the data active = activity change below about -30%; inconclusive = mostly about -25% to -30%;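 note: plate controls were DMSO wells for no effect and wells without enzyme for full effect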
#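 LDH5 2 nM; NADH 0.06 mM, pyruvate 0.2 mM; 200 mM Tris pH 7.4, EDTA, Tween-20; 5 min RT. Detection: diaphorase 0.133 mg/mL + resazurin 37 µM, fluorescence ex540/em590 at 0 and 20 min; normalized to enzyme-free and DMSO wells.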
# RGS4 inh: human RGS4 inhibition; Potency, µM (titrated, usually from 114 µM), for the others: top-dose activity change, negative = inhibition, usual class: inhibitors; Transcreener GDP fluorescence polarization, RGS4-accelerated GTP hydrolysis; AID 504845; hit rate 0.039% among 390,000; note: potency is the fitted concentration of half-maximal effect; % is set by controls: 0 for no effect and ±100 for the full control effect; nearly all actives have a fitted effect of over 75% in size; some results filed as inactive show a strong effect at the top dose
#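 MLSMR compounds (23 nl, pin-transferred) preincubated 10 min at room temperature with a 500nM (2x) first reagent, then RGS4 at 900nM (2x) plus Transcreener GDP mix added; fluorescence polarization (620/688 nm) read before and after 90 min at 30 °C.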
# 12-LOX inh: inhibitors of human 12S-lipoxygenase ALOX12; P18054; purified 12hLO, xylenol orange hydroperoxide absorbance; Potency, µM (titrated, usually from 108 µM), inactives show at the top dose activity change, negative = inhibition, hits mostly inhibitors; hit rate 1.1% among 580,000; note: potency is the fitted concentration of half-maximal effect; % is set by controls: 0 for no effect and ±100 for the full control effect
#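 Hydroperoxide product was detected by ferrous iron/xylenol orange as the 573 to 405 nm absorbance ratio. Arachidonic acid at 40 uM (final) was turned over for 30 min at room temperature by 150 nM human 12hLO, pH 7.0 Hepes buffer, after 15 min compound preincubation.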
# Numbers without * were called inactive; ? = inconclusive; . = not tested or not shown; & = joins results of further samples; [ ] = another dose, or the depositor's remark. Unless noted, calls come from the whole dose curve; as a rule, active = well fitted curve in the direction sought with a large enough effect; inconclusive = small, poorly fitted or top-dose-only effect, or another doubt; inactive = no such curve, though single readings can be large; an effect the other way counts as inactive or inconclusive. An excerpt; the hit share may differ from the screen's.
SMILES,POLK inh,APE1 inh,Pol eta inh,Apoferritin bind,ERG-DNA inh,POLB inh,LDHA inh,RGS4 inh,12-LOX inh
Cc1ccc(Cl)cc1NC(=O)Cn1c(=O)n(CCC(=O)N2CCc3ccccc3C2)c(=O)c2ccccc21,15%,.,-10%,43%[activator],5%,-24%,-2,-12%,-23%
O=C(COc1ccccc1)NCC(c1ccco1)N1CCN(c2ccc(F)cc2)CC1 (centres undefined),0%,-22%,-1%,.,-5%,.,3,15%,-17%
CC(C)Nc1nc(C#N)nc(NC(C)C)n1,-2%&-5%,1%,-22%,-9%,-2%,53%,-9&-5,17%&-5%,24%
COC(=O)c1cc(Br)ccc1NC(=O)CSCc1c(C)noc1C,-6%,-19%,-20%,.,1%,.,-19,-4%,-9%
COc1ccc(Nc2nnc(C)c(=O)[nH]2)c(OC)c1,7%,0%,-9%,-13%,3%,-22%,1,-13%,-7%
Cc1cccc(NC(=O)CN2C(=O)CSC2=O)c1,-8%,2%,-21%,-8%,2%,-29%,-2,-24%,0%
Cc1cc(C)cc(NC(=S)N(CCN2CCCCC2)Cc2ccco2)c1,-3%,1%,-5%,-21%,-6%,11%,-6,6%,-27%
N#CC12CCCCC1CC1CCCCC1(C#N)N2CCO (centres undefined),7%,0%,-3%,-19%,-7%,38%,-4,6%,-2%
O=C(CC1C(=O)N(c2ccccc2)C(=O)N1C1CCCCC1)Nc1ccccc1 (centres undefined),-17%,-3%,-3%,-12%,-3%,2%,-9,-30%[56.9 µM],-19%
CCOc1ccc2oc(C(=O)OCC(=O)NCc3ccc(OC)cc3)c(C)c2c1,-7%,26%,-10%,.,2%,.,-10,-6%,-10%
CCC1CCCCN1CCCNC(=O)CN1C(=O)COc2ccc(S(=O)(=O)N3CCC(C)CC3)cc21 (centres undefined),-12%,13%,-22%,-11%,8%,0%,2,4%[11.4 µM],-10%
Cc1ccc(C(=O)OCC2OC3OC(C)(C)OC3C2O)cc1 (centres undefined),-6%,-7%,-17%,1%,-3%,3%,-3,-10%,4%

# One compound at a time, as listed above. Screens in order: POLK inh, APE1 inh, Pol eta inh, Apoferritin bind, ERG-DNA inh, POLB inh, LDHA inh, RGS4 inh, 12-LOX inh
# `Cc1cc(C)cc(NC(=S)N(CCN2CCCCC2)Cc2ccco2)c1` across the screens: -3%, 1%, -5%, -21%, -6%, 11%, -6, 6%, -27%
# `O=C(COc1ccccc1)NCC(c1ccco1)N1CCN(c2ccc(F)cc2)CC1` (centres undefined) across the screens: 0%, -22%, -1%, ., -5%, ., 3, 15%, -17%

# New compounds follow.
SMILES,POLK inh,APE1 inh,Pol eta inh,Apoferritin bind,ERG-DNA inh,POLB inh,LDHA inh,RGS4 inh,12-LOX inh
Cc1cc(C(=O)CCl)c(C)n1-c1c(C)n(C)n(-c2ccccc2)c1=O,-14%,0%,-2%,-4%,8%,-23%,-2,26%,?
COc1ccc(C(=O)C[n+]2ccc(N(C)C)cc2)cc1,-4%,-2%,-3%,2%,12%[15.4 µM],6%,-1,-50%,221%[activator]
COc1ccc(NC(=S)NCc2ccc3c(c2)cc(C)n3C)cc1,-16%,5%,-17%,5%,?,2%,-9,0%,?
O=C(NCC1CCCO1)c1ccc(S(=O)(=O)N2CCC(c3nc4ccc(Cl)cc4[nH]3)CC2)cc1 (centres undefined),-3%,5%,10%,-5%,.,-1%,0,-1%,1%
COc1ccc(-c2nc3ccccc3nc2-c2ccccc2)cc1,-6%,4%,-16%,-15%,0%,-1%,-5,-53%,-22%
COc1ccc2c(CCNC(=O)/C=C/c3ccc(OC)c(OC)c3)c[nH]c2c1,-24%,-8%,-15%,-8%,?,7%,-2,2%,-7%
c1ccc(Nc2nc(-c3ccncc3)nc3ccccc23)cc1,0%,3%,-19%,37%[activator],-11%,?,-5,-19%,-24%
c1ccc(-c2nnnn2-c2ccccn2)cc1,3%,.,-13%,.,9%,.,-3,8%,-4%
CCCn1nnc(NC(=O)c2ccc(-c3cccc(Cl)c3)o2)n1,-14%,10%,-5%,-19%,3%,19%,-4,6%,0%
Cc1cc(NC(=O)Cc2ccccc2)ccc1NC(=O)c1cccs1,15%,1%,-14%,-23%,-13%,28%,2,-7%,-4%
COc1ccc(Cc2nnc(SCC(=O)Nc3ccc(C)c(C)c3)o2)cc1OC,-8%,22%,-10%,-18%,6%,-14%,-5,-16%,-12%
Cc1ccc(C2=C(O)C(=O)C(c3ccc(C)cc3)=C(O)C2=O)cc1,-7%,.,9%,.,-3%,.,5,-2%,1.1µM*
CC1CC2=C(C(=O)O1)C(c1ccccc1)Nc1ccccc1N2 (centres undefined),-8%,?,-5%,3%,-8%,-4%,-9,17%,-16%
Cc1ccc(NC2CCCN(C(=O)c3ccccc3-c3ncc[nH]3)C2)cc1C (centres undefined),4%,-3%,-19%,-10%,6%,16%,2,5%,3%
Cc1ccc(CNC(=O)c2cc3c(=O)n(C)c4ccccc4c3n2C)cc1,-13%,-1%,-6%,1%,2%,-14%,-5,12%,356%[activator]
COc1ccccc1/C=N/NC(=O)CO,-4%,-2%,-17%,-1%,-21%,-15%,-4,3%,9%
CCn1c2ccc(Cl)cc2c2nc3ccccc3nc21,2%,-3%,-5%,-22%,-2%,0%,-2,-3%,-15%
CN(C)c1ccc(/C=C(\NC(=O)c2ccccc2)C(=O)NCCCn2ccnc2)cc1,-21%,0%,-19%,-10%,10%,-11%,-12,-6%,0%
Clc1ccc(Oc2nc(N3CCOCC3)nc(N3CCOCC3)n2)c(C2CCCCC2)c1,-7%,.,-16%,.,1%,.,-5,-51%,0%
CCCCn1c(N)c(N(CC(C)C)C(=O)Cc2ccc(S(=O)(=O)N3CCOCC3)s2)c(=O)[nH]c1=O,4%,.,-16%,.,8%[15.4 µM],.,-3,-11%,199%[activator]
CCN(Cc1ccccc1)C(=O)Cn1c(=O)n(-c2ccc(Cl)cc2)c(=O)c2c(C)c(C)sc21,8%,.,-8%,1%,-1%,11%,-3,-6%,-12%
CCCn1c(N)c(C(c2ccc(C(=O)OC)cc2)N2CCN(c3ccccc3)CC2)c(=O)[nH]c1=O (centres undefined),-5%,-6%,-20%,-14%,-3%,0%,-9,-27%,8%
CCCCn1c(N)c(N(CC(C)C)C(=O)c2oc3c(Cl)cccc3c2C)c(=O)[nH]c1=O,2%,21%,?,.,8%,.,3,-14%,?
Cc1ccc(CN2CCN(/N=C/c3cccn3C)CC2)c(C)c1,-6%,-4%,-23%,-14%,8%,29%,0,-36%,?
Cc1ccc(S(=O)(=O)NC2(C(F)(F)F)NC(=O)N(CCc3ccccc3)C2=O)cc1 (centres undefined),5%&-11%,0%,-6%&-3%,?,-13%&1%,-3%&-3%,0&-8,-10%&0%,16%&0%
CC(C)C(NC(=O)c1ccccc1F)C(=O)OCC(=O)c1ccc(F)cc1 (centres undefined),-4%,2%,-17%,?,0%,-11%,-9,-8%,?
O=C(Nc1ccc(NC(=O)c2cccs2)c(Cl)c1)c1cccs1,0%,42%,-7%,9%,-2%,0%,-3,-3%,19%
COC(=O)c1ccc(/C=N\n2c(C)nnc2C)cc1,-6%,-1%,0%,-3%,4%,-25%,-2,8%,6%
Cc1ccc(NC(=O)c2ccc(OCc3c(C)noc3C)cc2)nc1,2%,11%,-1%,.,-4%,.,-1,-20%,-12%
COc1ccc(C2N3CC4(C)CN2CC(c2ccccc2)(C3)C4=O)cc1OC (centres undefined),-7%,.,-10%,-2%,0%,17%,0,1%,-14%
COc1ccc(C(=O)C2CCCN(C(=O)c3cc(C4CC4)[nH]n3)C2)c(C)c1 (centres undefined),0%,48%,-17%,-7%,7%,11%,-2,-6%,26%
CCOc1ccc(C(=O)NCCCN2CCCC2=O)cc1,2%,8%,-13%,-8%,-7%,-2%,-5,-34%,-17%
O=C(O)CN1C(=O)CC(c2ccccc2)CC1=O,1%,7%,-16%,-3%,-1%,-2%,-3,-43%,-3%
COc1cccc(N2CCN(Cc3ncc(-c4ccccc4)o3)CC2)c1,6%,30%,-13%,-2%,11%,-2%,1,-7%,-10%
CCCCCn1c(CCCNC(=O)c2ccccc2)nc2ccccc21,-13%,.,-6%,-10%,6%,24%,-6,4%,-13%
Cc1ccc(NC(=O)CN(C)C(=O)COc2ccc(C(=O)c3ccc(F)cc3)cc2)cc1,?,13%,?,-17%,10%,18%,3,3%,-18%
CN(Cc1nc2ccccc2n1C)c1ccccc1,-10%,20%,7%,-23%,1%,-2%,-4,-3%,3%
O=C1C2CC=CCC2C(=O)N1c1ccc(NCCc2ccccc2)c([N+](=O)[O-])c1 (centres undefined),-2%,-2%,-23%,-4%,-3%,47%,-2,-3%,-14%
COC(=O)[C@@]1(Cc2ccc(OC)cc2)[C@H]2c3cc(C(=O)N4CCCC4)n(Cc4ccc(C)c(F)c4F)c3C[C@H]2CN1C(=O)c1ccccc1,.,22%,.,-2%,.,.,-1,.,1%
O=C(COC(=O)CC1CCCC1)Nc1ccc(Br)cc1F,-15%,7%,-3%,.,-8%,.,-3,24%,7%
COC(=O)CCC(=O)NNC(=O)c1cccc(Cl)c1,-8%,-2%,-6%,-4%,3%,18%,1,-16%,2%
Cn1c2ccccc2c2c(C(=O)N3CCN(c4ccc(F)cc4)CC3)cn(C3CCCCC3)c(=O)c21,5%,.,-23%,115%[activator],-10%,-3%,2,-16%,?
O=c1c(-c2ccc(Cl)cc2)cnc2n1CCS2,-1%,-2%,-17%,-7%,-2%,-9%,-1,11%,1%
